ADAM10 inh: human ADAM10 inhibitors, primary screen, biochemical, QFRET, HTS | recombinant ADAM10, EDANS/DABCYL FRET peptide cleavage, 3 h | AID 720582, 2013 | hit rate 0.62% among 370,000 | Disintegrin and metalloproteinase domain-containing protein 10 (Homo sapiens), O14672 | inhibition, % at 7 µM;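 active = inhibition above a per-campaign cutoff equal to the mean of compounds falling between control-based bounds plus 3 SD, cut at about 20% in these data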;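 also: 0% = DMSO wells while the 100% control is not disclosed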
ssDAF-12 act: S. stercoralis DAF-12 nuclear receptor activators, primary screen, cell-based, luminescence, HEK293, GRIP1 co-expression, lit1-tk-luc. hit rate 1% among 370,000. AID 652126, 2013. activation, % at 6.8 µM. HEK293 ssDAF-12/GRIP1 lit1-tk-luc reporter; % of 3 µM dafachronic acid response;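 active = activation above the mean over all tested compounds plus 3 SD, cut at about 0.9% in these data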;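 also: 0% = DMSO-only wells and 100% = 3 µM delta7-dafachronic acid wells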
hcDAF12 agonist: H. contortus DAF-12 nuclear receptor activators, primary screen, cell-based, luminescence, HEK293, lit1-tk-luc reporter | HEK293 hcDAF-12 lit1-tk-luc reporter; 0% DMSO, 100% Δ7-dafachronic acid | activation, % at 6.8 µM | hit rate 1.4% among 370,000;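 active = activation above the mean of all tested compounds plus 3 SD, cut at about 5.5% in these data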;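 also: 100% = response to 3 µM Δ7-dafachronic acid high control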
DAX1 inh-1: DAX1 (NR0B1) inhibitors, primary screen, cell-based, HEK293, Gal4-DAX1, luciferase luminescence | Nuclear receptor subfamily 0 group B member 1 (Homo sapiens), P51843 | HEK293 Gal4-DAX1 luciferase reporter | inhibition, % at 6.75 µM | hit rate 0.99% among 340,000 | AID 504766, 2011;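 active = inhibition above the mean over all tested compounds plus 3 SD, cut at about 4.2% in these data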;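 also: 0% = DAX1-transfected cells with DMSO and 100% = empty-vector control cells with DMSO; inhibition shows as a rise in luminescence from relieved DAX1 repression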
DAX1 inh-2: DAX1 (NR0B1) inhibitors on StAR promoter, primary screen, cell-based, luminescence, SF-1 (NR5A1), full-length DAX-1; AID 652010, 2013; inhibition, % at 6.8 µM; HEK293T StAR-luciferase reporter, SF-1/DAX-1 repression relief; hit rate 1.1% among 370,000;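 active = inhibition above the mean over all tested compounds plus 3 SD, cut at about 3.6% in these data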;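 also: 0% = DAX-1 cells with DMSO and 100% = cells lacking DAX-1 with DMSO; higher inhibition means more luminescence from relief of DAX-1 repression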
PLC-gamma1 inh: PLC-gamma1 enzyme inhibitors, primary screen, biochemical, fluorescence, purified enzyme; 1-phosphatidylinositol 4,5-bisphosphate phosphodiesterase gamma-1 (Homo sapiens), P19174; fluorogenic substrate; hit rate 0.84% among 370,000; inhibition, % at 12.2 µM; in the data active = inhibition above about 9.5%
Target sequence (P19174 whole entry, looked up): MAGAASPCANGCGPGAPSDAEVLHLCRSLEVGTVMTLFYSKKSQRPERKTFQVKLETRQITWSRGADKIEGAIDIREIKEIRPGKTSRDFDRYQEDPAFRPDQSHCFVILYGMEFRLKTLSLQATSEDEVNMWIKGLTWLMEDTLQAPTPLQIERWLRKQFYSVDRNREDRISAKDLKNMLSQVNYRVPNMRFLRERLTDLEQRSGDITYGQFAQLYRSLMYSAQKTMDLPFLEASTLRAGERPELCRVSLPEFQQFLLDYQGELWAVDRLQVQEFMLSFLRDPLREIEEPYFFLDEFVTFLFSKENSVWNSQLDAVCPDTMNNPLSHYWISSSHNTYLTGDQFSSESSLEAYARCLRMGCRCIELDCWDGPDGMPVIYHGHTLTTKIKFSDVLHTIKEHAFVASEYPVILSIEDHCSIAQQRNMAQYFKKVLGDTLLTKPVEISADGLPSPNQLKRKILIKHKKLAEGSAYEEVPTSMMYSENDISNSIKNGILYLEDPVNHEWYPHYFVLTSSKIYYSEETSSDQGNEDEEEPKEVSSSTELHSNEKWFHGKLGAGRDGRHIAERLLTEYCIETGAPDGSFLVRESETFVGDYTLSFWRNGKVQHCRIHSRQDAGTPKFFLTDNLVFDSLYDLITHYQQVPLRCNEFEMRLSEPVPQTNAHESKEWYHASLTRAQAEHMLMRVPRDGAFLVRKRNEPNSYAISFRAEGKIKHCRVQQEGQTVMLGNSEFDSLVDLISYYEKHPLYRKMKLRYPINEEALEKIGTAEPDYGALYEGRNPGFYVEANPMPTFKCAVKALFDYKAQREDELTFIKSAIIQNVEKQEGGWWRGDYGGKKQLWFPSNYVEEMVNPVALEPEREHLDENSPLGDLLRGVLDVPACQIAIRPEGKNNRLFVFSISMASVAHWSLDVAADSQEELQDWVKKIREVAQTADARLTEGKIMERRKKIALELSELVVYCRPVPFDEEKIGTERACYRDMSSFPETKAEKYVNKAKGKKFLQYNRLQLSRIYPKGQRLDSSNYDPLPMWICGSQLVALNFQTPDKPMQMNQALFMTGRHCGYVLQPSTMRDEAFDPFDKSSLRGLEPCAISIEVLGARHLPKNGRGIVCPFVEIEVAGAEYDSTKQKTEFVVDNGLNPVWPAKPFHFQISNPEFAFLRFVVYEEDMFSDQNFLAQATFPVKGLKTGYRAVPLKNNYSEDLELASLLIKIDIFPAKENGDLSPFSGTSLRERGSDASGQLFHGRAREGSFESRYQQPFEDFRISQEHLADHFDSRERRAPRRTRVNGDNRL
ADAM17 inh: ADAM17 inhibitors, primary screen, biochemical, QFRET. Disintegrin and metalloproteinase domain-containing protein 17 (Homo sapiens), P78536. inhibition, % at 6.95 µM. recombinant ADAM17, EDANS/DABCYL FRET peptide cleavage. hit rate 0.83% among 370,000. AID 720648, 2013;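 active = inhibition above the mean of compounds lying between control limits plus 3 SD, set per campaign, cut at about 8.5% in these data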;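 also: 0% = DMSO-only wells as the low control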
hgDAF12 agonist: H. glycines DAF-12 receptor agonists, primary screen, cell-based, luminescence, HEK293, GAL4 fusion, UAS-luciferase; Nuclear hormone receptor DAF-12 (Heterodera glycines), GAL4 fusion; HEK293 GAL4-hgDAF12 UAS-luciferase reporter, agonist luminescence; normalized to butyrate control; activation, % at 6.8 µM; hit rate 1.8% among 370,000; AID 687014, 2013;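 active = activation above a cutoff set at the mean of all screened compounds plus 3 SD, cut at about 10% in these data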;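 also: 0% = DMSO wells and 100% = sodium butyrate wells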
FXN GAA850 act: FXN promoter activators, primary screen, cell-based, luciferase luminescence, HEK293 lucGAA850. activation, % at 6 µM. hit rate 0.56% among 360,000. HEK293 lucGAA850 FXN promoter luciferase reporter, 24 h; percent of 10 µM SAHA response. AID 540364, 2011;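 active = activation above the average of all compounds screened plus 3 SD, cutoff fixed separately per campaign, cut at about 7.5% in these data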;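 also: 0% = DMSO wells and 100% = 10 µM SAHA wells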
PLC-beta3 inh: human PLC-beta3 inhibitors, primary screen, biochemical, fluorescence. AID 720704, 2013. 1-phosphatidylinositol 4,5-bisphosphate phosphodiesterase beta-3 (Homo sapiens), Q01970. Purified PLC-beta3, fluorogenic substrate. hit rate 0.18% among 370,000. inhibition, % at 12.2 µM; in the data active = inhibition above about 11%;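 also: 0% = median of compound wells on plate and 100% = full blocker control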
sPLA2-III inh: human group III sPLA2 inhibitors, primary screen, biochemical, QFRET, BODIPY PC-A2 liposome substrate | hit rate 0.56% among 370,000 | QFRET BODIPY PC-A2 liposome hydrolysis, fluorescence | Group 3 secretory phospholipase A2 (Homo sapiens), Q9NZ20 | inhibition, % at 12.2 µM;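 active = inhibition above mean plus 3 SD of compounds lying within the high and low control bounds, cut at about 19% in these data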;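 also: 0% = median of test compound wells and 100% = no enzyme DMSO wells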
Active calls of the source: *; . = not tested or not shown.

mol	ADAM10 inh	ssDAF-12 act	hcDAF12 agonist	DAX1 inh-1	DAX1 inh-2	PLC-gamma1 inh	ADAM17 inh	hgDAF12 agonist	FXN GAA850 act	PLC-beta3 inh	sPLA2-III inh
COc1ccc(CN2CCCC(CO)(Cc3ccc(F)cc3)C2)cc1C (centres undefined)	7	-1.0	0.5	0.2	0.7	5	0	-1.2	0.7	-1	-7
COc1ccccc1NC(=O)C1CCN(C(=O)c2ccc(C(C)(C)C)cc2)CC1	0	-1.5	-1.6	0.2	-0.2	-1	-1	0.9	1.9	-8	-10
O=c1nc(-c2ccccc2)n(-c2ccc(Cl)cc2)[nH]1	-28	-1.5	-0.3	-0.4	0.1	-136	-5	2.6	-0.8	-161	-7
O=C(c1ccc(F)cc1F)N1CCN(c2ncccn2)CC1	-17	-1.6	-1.6	-0.2	0.0	-6	-7	-2.4	-0.7	-5	7
OCCSc1nc2ccccc2n1CCOc1ccccc1	-3	-1.5	3.3	-0.8	0.5	1	-1	1.9	4.4	1	-5
COc1cc(C2NC(=O)NC(c3ccccc3)=C2C(C)=O)ccc1OCC(=O)O (centres undefined)	-5	-1.2	-0.2	-0.1	0.4	-2	-1	4.8	-1.3	1	0
COc1ccc(C2/C(=C(/O)c3ccc(F)cc3)C(=O)C(=O)N2CCCN(C)C)cc1 (centres undefined)	-3	-1.2	0.1	-0.8	0.0	0	-1	-1.2	3.0	-7	0
COc1ccc(C2C(C(=O)N3CCOCC3)CC(=O)N2c2ccc(OC)cc2)cc1 (centres undefined)	-2	-1.9	-0.9	.	-0.5	-2	-2	7.9	.	-1	4
Cn1c(SCC(=O)NCc2cccs2)nnc1-c1ccco1	7	-0.7	-2.3	1.2	0.0	5	-2	-3.8	1.2	5	3
COc1ccc(NC(=O)CN(C)C(=O)c2ccc(-c3ccccc3Cl)o2)cc1	4	-1.5	-1.2	0.0	0.6	0	1	0.7	-1.9	-10	-11
O=C(Nc1nc(-c2ccccc2)cs1)C1CCCO1 (centres undefined)	5	-0.7	0.2	0.6	0.5	1	-2	4.6	1.5	1	2
Cc1cc(Nc2ccc3c(c2)OCCO3)n2ncnc2n1	6	-1.4	-1.2	-0.1	-0.8	0	0	-2.6	-2.7	0	5
O=C(CCS(=O)(=O)c1cc2c(cc1Br)CCN2C(=O)C1CC1)N1CCN(c2ccccn2)CC1	-1	-0.7	-0.1	.	-0.7	0	0	4.9	.	3	-1
Cc1ccc(S(=O)(=O)N2CCN(C(=S)NCCc3ccccc3)CC2)cc1	-5	-1.4	0.5	0.8	-0.2	-1	1	0.0	1.7	2	4
COc1cccc(C(NC(C)=O)c2nc(-c3cnn(C)c3)cs2)c1 (centres undefined)	-13	-0.7	-2.6	.	0.5	-3	0	1.9	2.0	-1	0

Single records (already shown):
COc1ccccc1NC(=O)C1CCN(C(=O)c2ccc(C(C)(C)C)cc2)CC1 as listed: ADAM10 inh: 0; ssDAF-12 act: -1.5; hcDAF12 agonist: -1.6; DAX1 inh-1: 0.2; DAX1 inh-2: -0.2; PLC-gamma1 inh: -1; ADAM17 inh: -1; hgDAF12 agonist: 0.9; FXN GAA850 act: 1.9; PLC-beta3 inh: -8; sPLA2-III inh: -10
Cc1ccc(S(=O)(=O)N2CCN(C(=S)NCCc3ccccc3)CC2)cc1 as listed: ADAM10 inh: -5; ssDAF-12 act: -1.4; hcDAF12 agonist: 0.5; DAX1 inh-1: 0.8; DAX1 inh-2: -0.2; PLC-gamma1 inh: -1; ADAM17 inh: 1; hgDAF12 agonist: 0.0; FXN GAA850 act: 1.7; PLC-beta3 inh: 2; sPLA2-III inh: 4

The listing continues:
mol	ADAM10 inh	ssDAF-12 act	hcDAF12 agonist	DAX1 inh-1	DAX1 inh-2	PLC-gamma1 inh	ADAM17 inh	hgDAF12 agonist	FXN GAA850 act	PLC-beta3 inh	sPLA2-III inh
COC(=O)[C@H](Cc1ccccc1)NC(=O)NCc1ccccc1	-9	-1.0	-1.4	-0.2	-0.1	0	-6	3.1	0.4	-10	2
CCCN(Cc1ccccc1)C(=S)Nc1ccc(F)cc1	10	0.1	-1.1	-0.8	-0.1	4	3	-1.9	1.9	2	10
CCOc1ccccc1NC(=O)Nc1cc(C(=O)O)ccc1C	-7	-1.6	-0.8	0.6	-0.2	3	-5	-0.2	-1.9	1	7
O=C(NCc1nnc(SCc2ccc(C(F)(F)F)cc2)n1-c1ccccc1)C12CC3CC(CC(C3)C1)C2	1	-1.6	0.1	0.2	-0.5	3	-1	-1.2	-0.8	2	-1
O=C(Nc1cc(Br)ccc1F)c1nc[nH]c1C(=O)NCc1ccccc1	0	-1.0	-0.8	.	2.0	1	-2	-2.4	.	4	-2
CC1(c2nnc(-c3cccc(Cl)c3)o2)CC(c2ccc(C#N)cc2)=NO1 (centres undefined)	1	-1.4	-2.2	-0.7	-0.4	0	-5	-1.0	2.0	-2	2
CC(=O)Nc1ccc(S(=O)(=O)NCC(=O)NNC(=O)COc2c(C)cccc2C)cc1	-9	-1.6	0.5	0.8	-2.2	2	-1	-1.3	1.7	-4	0
Cc1sc2nc(Cc3ccccc3)[nH]c(=O)c2c1-c1ccccc1	-1	-0.7	2.3	-0.6	-0.7	4	-1	0.6	2.8	4	3
O=C(NCCc1ccccc1)c1cc(S(=O)(=O)N2CCCC2)ccc1F	3	-0.9	-2.5	-0.3	-0.2	1	3	-0.2	1.4	-2	-7
CC1CC(=O)C2=C(C1)Nc1ccccc1N(C(=O)COc1ccccc1)C2c1ccco1 (centres undefined)	-29	-1.0	0.7	1.1	-1.1	-29	-7	-2.0	0.2	-43	-3
COc1ccc(C(=O)SC2=NCCS2)cc1OC	2	-0.3	-1.1	-0.7	0.0	-1	-2	-1.0	2.9	-1	4
COc1ccc(C(=O)NCC(=O)N/N=C/c2ccco2)cc1OC	2	-1.3	-2.8	-0.6	-0.2	-1	1	0.9	-2.6	-3	-1
COCc1nnc(NC(=O)CCCOc2ccccc2OC)s1	-5	0.2	-1.4	-0.9	0.8	2	-5	2.9	-1.1	2	-8
Cc1ccccc1N1CCN(Cc2cc3c(cc2[N+](=O)[O-])OCO3)CC1	7	-1.0	-1.4	-0.7	0.1	2	-3	-0.3	-0.2	-1	8
Nc1sc(-c2ccccc2)cc1-c1n[nH]c(=S)n1C1CCCCC1	1	-1.6	-0.8	.	-0.9	2	-2	6.2	-3.4	-8	7
COc1ccc(C2CC(c3ccccc3)=NN2C(=O)CSc2ncccn2)cc1 (centres undefined)	6	-0.8	-2.6	-0.8	-0.1	7	-2	-0.7	0.5	1	12
COc1ccc(/C(C)=N/Nc2ccc(C(=O)O)cc2)cc1OC	-5	0.0	5.5	0.6	2.8	-1	1	7.6	8.5*	-2	-1
CCCS(=O)(=O)N1CCCC(C(=O)Oc2ccccc2Cl)C1 (centres undefined)	-6	-1.2	-1.7	-1.6	0.2	0	-3	-0.5	1.0	-6	-6
CN1CCN(C(=O)CCC(=O)NCc2ccc(F)cc2)CC1	-4	-1.6	-0.1	-0.1	0.5	-1	-4	0.6	1.5	1	4
C/C(=N/NS(=O)(=O)c1ccc(C(C)(C)C)cc1)c1ccc2c(c1)OCO2	2	-0.9	0.6	-0.6	-1.2	-1	-4	0.3	1.9	-12	5
O=C(O)C1(C(=O)O)CCCC1	-8	-1.2	-2.1	0.8	-0.3	2	-4	-1.2	1.0	-3	1
COc1ccc(C2=NS(=O)(=O)N(C)C(C(=O)N(C)Cc3ccccc3)=C2)cc1	-49	-0.6	-2.0	-0.2	-1.5	-143	-9	-2.0	0.0	-165	6
O=C(NC(=S)Nc1ccccc1Cl)c1cncc(C#Cc2ccccc2)c1	1	-0.9	-1.5	4.4*	0.1	1	-6	-0.7	0.1	-4	3
COc1ccc(CN(CCN2CCOCC2)C(=O)c2c(F)cccc2F)cc1OC	0	-1.5	0.0	0.1	-0.7	3	-6	0.2	-0.5	0	9
c1ccc(OCCN2CCOCC2)cc1	-2	-0.7	-0.8	0.1	-0.1	-1	-2	0.4	0.7	-8	1
COc1ccc(C)cc1NC(=O)C1C2C=CC(C2)C1C(=O)O (centres undefined)	1	-0.7	-0.2	-0.4	-0.3	2	-2	-0.2	2.4	2	8
CCC(C(=O)N1CCOCC1)n1nc(C)c2sc3ccccc3c2c1=O (centres undefined)	7	-1.1	-0.4	0.7	0.1	2	2	0.9	0.4	-3	1
Cc1cc(C)c2c(C(C)(C)C)nn(-c3ccccc3)c2n1	4	-1.3	-0.1	1.3	-0.1	3	0	3.1	-1.9	1	-4
CCN(CC)c1ccc(C2C3CCCCC3(O)CCN2C(=O)c2cccs2)cc1 (centres undefined)	4	-0.3	-2.4	-1.1	-0.1	-1	3	1.8	5.2	3	7
Cc1ccccc1NC(=O)COc1nsnc1N1CCOCC1	3	-1.3	-0.4	0.3	0.2	-1	3	-0.2	-1.1	-2	8

Next section, starting with the last 3 of the part before.
mol	ADAM10 inh	ssDAF-12 act	hcDAF12 agonist	DAX1 inh-1	DAX1 inh-2	PLC-gamma1 inh	ADAM17 inh	hgDAF12 agonist	FXN GAA850 act	PLC-beta3 inh	sPLA2-III inh
Cc1cc(C)c2c(C(C)(C)C)nn(-c3ccccc3)c2n1	4	-1.3	-0.1	1.3	-0.1	3	0	3.1	-1.9	1	-4
CCN(CC)c1ccc(C2C3CCCCC3(O)CCN2C(=O)c2cccs2)cc1 (centres undefined)	4	-0.3	-2.4	-1.1	-0.1	-1	3	1.8	5.2	3	7
Cc1ccccc1NC(=O)COc1nsnc1N1CCOCC1	3	-1.3	-0.4	0.3	0.2	-1	3	-0.2	-1.1	-2	8
O=C(Nc1cccn2nc(COCCO)nc12)C(c1ccccc1)c1ccccc1	-16	-1.5	-1.2	.	0.0	2	-3	-1.4	-0.5	1	8
CCCCOCCCNCc1cccn1CCN1CCOCC1	-9	-1.2	0.2	-1.1	0.2	-7	-8	-0.3	0.6	-9	7
O=c1cc(CSc2nnc(C3CC3)n2Cc2ccccc2)nc2sccn12	-16	-0.4	3.3	1.6	0.2	-26	-6	0.7	-2.4	-28	-1
CCOC(=O)c1ccc(CNS(=O)(=O)c2c(C)ccc3nsnc23)o1	6	-1.3	-1.5	-0.9	0.8	0	1	-0.4	-0.8	-1	-5
